Vif imaging = blocks HIV Vif function; HEK293T cells, Vif self-association by quenched fluorescence, imaging, 24 h; hit rate 0.35% among 340,000; inhibition, % at 7.49 µM; in the data active = inhibition above about 50%, passing the limit was not always enough; inconclusive = no clear call, values can overlap the other calls; inactive = below about 31%; also: some results filed as inactive read as strong as hits
CaV13 ICDI inh = Primary screen for inhibitors of IQ motif and Ca2+-dependent inactivation inhibitor domain binding in CACNA1D, Förster resonance energy transfer in living cells, … | HEK cells, CFP/YFP FRET ICDI-IQ, plate reader, 10 min; percent FRET-ratio fall versus neutral wells | inhibition, % at 12.3 µM | hit rate 0.098% among 340,000 | AID 743397;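 active = mean replicate inhibition of at least 30% and at least 1% of replicates passing that level; inconclusive = only one of the two criteria is met; inactive = neither criterion is met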;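 also: 0% = median of the neutral control wells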
Glyco luc inh = blocks N-linked glycosylation in D54 reporter cells; D54 ERlucT glycosylation luciferase reporter, 24 h; percent of 100 nM tunicamycin response; AID 588692; hit rate 0.23% among 360,000; reporter increase, % at 12.5 µM;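 active = mean luciferase reporter signal, scaled so untreated is 0 and the glycosylation-blocking control 100, at or above a set limit in every replicate; inconclusive = mean reaches the limit but not every replicate does; inactive = mean below the limit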;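 also: luciferase carries N-glycosylation sites so blocking glycosylation raises the light; 0% = median of neutral control wells and 100% = median of 100 nM tunicamycin wells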
ABCB6 inh 2 = blocks the human ABCB6 transporter; Q9NP58; K562-ABCB6 porphyrin accumulation, flow cytometry, 1 h; active compounds read low; fluorescence ratio to DMSO, % at 10 µM; hit rate 0.19% among 360,000; AID 602162;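 active = fluorescence ratio to DMSO below 75%, the collection mean minus 3 SD; inconclusive = too few cells collected in the well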;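 also: signal is porphyrin accumulated inside mitochondria; 100% equals median channel fluorescence of DMSO control wells; lower ratio means ABCB6 inhibition with less porphyrin fluorescence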
aDG glyco act = increases alpha dystroglycan glycosylation; Pro5-aDG cells, alpha-DG glycosylation AlphaScreen (IIH6); 0% Pro5, 100% B10-LARGE cell signal; hit rate 0.22% among 360,000; activation, % at 10 µM;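 active = activation of at least 8% versus controls, or a plate z-score of at least 8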;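 also: Pro5 are CHO cells carrying HIG-tagged alpha-DG that lacks glycosylation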
Cardio protect = myocardial damage modulation in H9c2 cells | H9c2 cardiomyocytes, H2O2 injury protection, ATPLite, 2 h | hit rate 0.63% among 360,000 | protection from H2O2 cell death, % at 20 µM | AID 588492;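 active = compounds giving at least 50% protection of heart cells from peroxide-induced death in the single-dose screen, raw or plate-pattern-corrected value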;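 also: 0% = DMSO wells with peroxide and 100% = DMSO wells without peroxide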
PDI inh = blocks human protein disulfide isomerase activity | hit rate 0.052% among 350,000 | inhibition, % at 10 µM | AID 588391 | PDI insulin aggregation turbidity, A650, 90 min;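 active = mean inhibition across replicates of 30% or more, whatever share of single replicates reach that level; inconclusive = mean inhibition below 30% while every single replicate reaches 30%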;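 also: absorbance from insulin aggregation driven by PDI reduction with DTT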
MC4R ag barr = human MC4R agonism via beta-arrestin | activation, % at 8.9 µM | P32245 | hit rate 0.98% among 360,000 | U2OS MC4R beta-arrestin complementation, luminescence; percent of melanotan II response, DMSO zero;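 active = activation above a per-plate cutoff, the mean activation of sample wells on that plate plus 3 SD, cut at about 8% in these data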
Target sequence (P32245 whole entry, looked up): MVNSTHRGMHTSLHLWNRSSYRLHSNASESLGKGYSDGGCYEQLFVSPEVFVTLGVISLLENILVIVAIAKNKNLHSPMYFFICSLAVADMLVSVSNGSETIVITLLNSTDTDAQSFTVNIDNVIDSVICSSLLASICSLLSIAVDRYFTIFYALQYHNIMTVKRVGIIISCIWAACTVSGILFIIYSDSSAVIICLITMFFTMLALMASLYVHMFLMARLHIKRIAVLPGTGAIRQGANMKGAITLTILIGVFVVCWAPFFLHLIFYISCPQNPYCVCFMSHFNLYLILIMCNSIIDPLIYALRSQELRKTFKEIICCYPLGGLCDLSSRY
MC4R antag cAMP = human MC4R antagonism in cAMP assay | P32245 | MC4R-expressing cells, MTII-stimulated cAMP, LANCE TR-FRET | inhibition, % at 6.5 µM | hit rate 0.48% among 360,000 | AID 540295;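 active = inhibition above its plate's cutoff, the mean of tested wells on that plate plus 3 SD, cut at about 29% in these data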;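 also: 0% = Melanotan II alone and 100% = Melanotan II plus saturating MCL0020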
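system = U2OS cells with stable human MC4R expression | also added = Melanotan II challenge after compound preincubation | dosing = one concentration, 6.5 µM nominal | incubation = compound 30 min, challenge 1 h, detection 1 h | measured by = TR-FRET with Eu-cAMP and labeled anti-cAMP, 671 nm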
m5-HT2A agonist = activates the mouse 5-HT2A serotonin receptor. P35363. CHO-K1 mHTR2A beta-arrestin complementation, luminescence; percent of 30 µM serotonin response. activation, % at 7.6 µM. hit rate 0.66% among 360,000;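 active = activation above a run cutoff, the mean activation of all tested compounds plus 3 SD, cut at about 14% in these data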;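 also: 0% = plate median of compound wells and 100% = 30 µM serotonin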
Target sequence (P35363 whole entry, looked up): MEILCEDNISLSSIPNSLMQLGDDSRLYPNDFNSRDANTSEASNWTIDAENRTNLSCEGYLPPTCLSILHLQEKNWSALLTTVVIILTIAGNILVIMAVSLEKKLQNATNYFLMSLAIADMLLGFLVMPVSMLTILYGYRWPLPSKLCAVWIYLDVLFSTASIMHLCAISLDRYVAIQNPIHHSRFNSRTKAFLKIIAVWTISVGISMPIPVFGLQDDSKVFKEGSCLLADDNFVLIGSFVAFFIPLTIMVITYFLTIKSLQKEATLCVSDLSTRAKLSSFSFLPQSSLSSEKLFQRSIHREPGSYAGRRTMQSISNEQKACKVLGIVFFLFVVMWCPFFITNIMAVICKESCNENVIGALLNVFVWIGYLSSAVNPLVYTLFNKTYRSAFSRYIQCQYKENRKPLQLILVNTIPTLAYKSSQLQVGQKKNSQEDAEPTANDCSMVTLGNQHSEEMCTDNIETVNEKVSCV
* marks the source's active call; other numbers are inactive results; ? = inconclusive; · = not tested or not shown. Rows were taken by chance; overall some 3.6% were active at least once.

SMILES	Vif imaging	CaV13 ICDI inh	Glyco luc inh	ABCB6 inh 2	aDG glyco act	Cardio protect	PDI inh	MC4R ag barr	MC4R antag cAMP	m5-HT2A agonist
O=C(CCc1nnc2n(CCc3ccccc3)c(=O)c3ccccc3n12)NCCCN1CCCCC1	14	-2	-5	101	-0.2	26	3	-0.5	-1	-5
Cc1cccnc1NC(=O)Nc1cccc(C(F)(F)F)c1	13	-5	2	97	0.2	-4	2	2.0	1	5
O=C(C[C@H]1C/C=C\CC[C@@H](Cc2ccc(F)cc2)C(=O)O[C@H](c2ccccc2)CNC1=O)N[C@H](CO)Cc1ccccc1	-1	-3	-1	105	-0.2	39	1	-1.6	11	3
CCN(CC)c1ccc([C@H]2[C@@H]3CCCC[C@]3(O)CCN2CC(=O)NCc2ccco2)cc1	-14	-18	3	108	-0.3	0	8	2.2	-7	-3
CCNC(=O)CCc1nc(-c2ccc(C(C)(C)C)cc2)no1	·	·	-4	86	0.1	-16	-8	0.0	10	-3
Cc1ccsc1C(=O)N1CCC1(C)C(=O)NS(=O)(=O)c1ccc(C#N)cc1 (stereo unspecified)	4	-5	2	100	-0.1	10	3	-0.7	14	-3
O=C(Nc1ccc(Br)cc1)c1cccc(N2C(=O)C3C4CCC(C4)C3C2=O)c1 (stereo unspecified)	-4	-6	-7	95	1.3	-14	-8	-1.3	0	0
N#Cc1ccc(OCC(=O)N2CCN(S(=O)(=O)c3ccc(Cl)s3)CC2)cc1	-15	-17	0	94	0.7	-3	4	0.5	14	5
COc1ccncc1-c1ccc(C2=CC(=O)CC(C)(C)C2=O)cc1	·	-6	4	99	0.7	-13	-1	0.3	4	1
O=C(C1=C(O)C(=O)N(CCN2CCOCC2)C1c1cccc(Br)c1)c1cc2ccccc2o1 (stereo unspecified)	-1	-2	0	107	-0.1	-4	3	-1.1	11	7
CCN1C(=O)/C(=C/C2=Cc3ccccc3OC2C)SC1=S (stereo unspecified)	1	-7	-2	200	-0.1	-4	-13	0.6	6	5
Cc1c(Cl)cccc1NC(=O)C1=COCCO1	1	-6	1	96	-0.2	2	-3	-2.3	5	-2
CN1C(=S)N(c2cccnc2)C(=O)/C1=C\c1ccc(N(C)C)cc1	10	-4	2	133	-0.2	-14	2	-1.2	2	-4
Cc1ccc(S(=O)(=O)N2C(=O)CCC2C(=O)N2CCCCC2)cc1 (stereo unspecified)	-2	-20	1	98	0.0	-2	3	-0.9	4	1
Cc1cccc(C)c1-n1nnnc1C(C1CC1)N1CCN(C/C=C/c2ccccc2)CC1 (stereo unspecified)	4	-5	-4	99	-0.2	-5	·	·	·	30*
COc1ccc(-c2coc3c(C(=O)Nc4cccc(NS(C)(=O)=O)c4)cccc23)c(C)c1	-16	-5	-4	92	0.0	-1	-5	3.7	14	-1
O=C(COc1cc2oc(=O)c3c(c2cc1Cl)CCC3)NCc1ccccn1	4	·	3	100	-0.3	0	9	-2.0	5	-1
CCCCN(C(=O)C1CC(=O)N(CCc2ccc(OC)c(OC)c2)C1)c1c(N)n(CCCC)c(=O)[nH]c1=O (stereo unspecified)	-3	-6	2	102	-0.1	2	-2	0.8	-13	-5
CC1CCCCN1C(=O)CCC(=O)Nc1nnc(C2CCCCC2)s1 (stereo unspecified)	7	-3	1	20*	0.4	-2	3	-0.8	6	-2
CNc1ccc(Br)cc1C(O)c1ccccc1 (stereo unspecified)	-8	-3	-1	99	0.1	-4	3	-1.4	-4	-2

2 entries from above, reformatted:
Compound | Vif imaging | CaV13 ICDI inh | Glyco luc inh | ABCB6 inh 2 | aDG glyco act | Cardio protect | PDI inh | MC4R ag barr | MC4R antag cAMP | m5-HT2A agonist
Cc1ccc(S(=O)(=O)N2C(=O)CCC2C(=O)N2CCCCC2)cc1 (stereo unspecified) | -2 | -20 | 1 | 98 | 0.0 | -2 | 3 | -0.9 | 4 | 1
CCNC(=O)CCc1nc(-c2ccc(C(C)(C)C)cc2)no1 | · | · | -4 | 86 | 0.1 | -16 | -8 | 0.0 | 10 | -3

The listing continues:
SMILES	Vif imaging	CaV13 ICDI inh	Glyco luc inh	ABCB6 inh 2	aDG glyco act	Cardio protect	PDI inh	MC4R ag barr	MC4R antag cAMP	m5-HT2A agonist
COc1ccc(N2CCN(C(=O)NCc3ccc(C)cc3)CC2)cc1	-3	-18	0	101	0.0	-4	-1	-0.3	13	2
O=C(Nc1ccc(OCC(F)(F)C(F)F)c(C(F)(F)F)c1)c1ccccc1O	-36	-5	-18	87	-0.3	-21	14	4.0	9	-1
CC(C)CN(C(=O)COC(=O)CNC(=O)c1sc2ccccc2c1Cl)C1CCS(=O)(=O)C1 (stereo unspecified)	10	-6	2	92	0.0	-5	-1	-3.0	16	0
CCN1CCN(c2ccc(S(=O)(=O)N3CCOCC3)cc2N)CC1	-5	-3	-1	97	0.0	-1	0	0.2	2	12
COc1ccc(C(=O)Nc2ccccc2N2CCCC2)cc1	-4	-3	-1	98	0.0	0	-2	-0.4	5	3
Cc1cc(O)c(-c2ccno2)cc1Cl	-1	-6	-2	107	-0.1	-13	7	2.9	19	-1
COc1ccc(N2C(=O)C(OC(C)=O)C2c2ccc(C)cc2)cc1 (stereo unspecified)	-3	-9	1	99	-0.7	-1	1	0.0	12	-4
CCOC(=O)C1=C(C)OC(N)=C(C#N)C1c1cccs1 (stereo unspecified)	-2	-3	1	102	-0.6	-1	-6	-0.8	19	-1
CC(/C=C1\N=C(SCc2ccccc2)SC1=O)=C\c1ccccc1	4	-11	0	94	0.0	-5	-2	0.4	-2	2
Cc1ccc(C(C)NC(=O)/C(C#N)=C\c2c(C)[nH]c3ccccc23)cc1 (stereo unspecified)	·	-5	4	107	-0.3	-22	-2	-0.1	-16	-7
CCC/C(O)=C1\C(=O)CC(c2ccccc2)CC1=NC (stereo unspecified)	8	-9	1	98	0.1	-1	-2	-1.3	10	4
O=C(CCS(=O)(=O)c1cccc2nsnc12)N1CCN(Cc2ccc3c(c2)OCO3)CC1	11	-6	-1	97	0.0	-2	-6	-1.8	1	-2
O=[N+]([O-])c1ccc(Nc2nc(NCCO)nc(N3CCCC3)n2)cc1	0	-5	6	104	-0.5	33	4	-1.2	8	2
COc1cc(OC)c2ccc(=O)oc2c1C(CC(=O)N1CCCC1)c1ccc2c(c1)OCO2 (stereo unspecified)	-5	-3	0	93	0.0	30	1	-2.3	2	6
COc1cccc(N(C(=O)c2csnn2)C(C(=O)NC2CCCC2)c2ccccc2)c1 (stereo unspecified)	?	-3	-2	94	0.0	8	-6	-1.6	-8	8
COc1cc(NC(=O)c2ccccc2)c(C)cc1NC(=O)CC(CC(=O)O)c1ccccc1 (stereo unspecified)	3	-3	1	98	0.0	-9	12	-1.0	2	3
COc1ccc(CCNC(=O)Nc2ccc(F)cc2F)cc1OC	-4	-20	0	99	-0.1	-3	1	-1.4	-5	6
CC(=O)Nc1ccc(S(=O)(=O)N(C)Cc2ccccc2)cc1	·	-6	-1	100	-0.1	3	7	-1.1	8	2
CC(=O)Nc1ccc(S(=O)(=O)NC2(C(F)(F)F)C(=O)Nc3c2c(=O)n(C)c(=O)n3C)cc1 (stereo unspecified)	·	-8	1	104	0.0	2	2	-2.5	5	-5
Cn1cc(CN2C[C@]3(C)C[C@H]2CC(C)(C)C3)c(-c2ccc3c(c2)OCCO3)n1	-3	-4	-1	99	-0.4	1	-6	0.3	9	1
O=C(Nc1cccc(S(=O)(=O)NC2=NCCC2)c1)c1cc(-c2ccco2)nc2ccccc12	-4	-3	0	103	-0.1	-1	3	-2.0	-7	-2
CCOC(=O)C1CCN(CC(O)COCc2ccccc2)CC1 (stereo unspecified)	-4	-2	1	99	-0.1	0	1	-0.1	-3	-1
COC(=O)COc1cccc2c(=O)n(CC(=O)N3CCCCC3)ccc12	-5	-2	1	99	0.0	6	-1	-2.3	12	1
CC(C)c1ccc(OCC(=O)NC(C)c2ccccc2)cc1 (stereo unspecified)	-2	-19	0	103	0.1	2	0	-1.8	4	-8
NNc1nc2c(F)cc(F)cc2s1	2	-3	2	99	-0.2	-6	-10	3.7	6	0
COC(=O)c1ccccc1NC(=S)NC(=O)c1ccccc1C	12	-9	13	97	-0.2	-5	3	-1.6	-4	3
Cn1c(=O)oc2cc(S(=O)(=O)Nc3ccccc3)ccc21	0	7	0	103	-0.5	4	-2	-0.3	5	5
CCCCn1c(CN2CCN(C)CC2)nc2ccccc21	-2	-4	2	101	-0.2	-1	5	0.3	16	-9
O=C(C(Sc1ccccc1)c1ccccc1)N1CCN(c2ccccc2)CC1 (stereo unspecified)	-4	-5	-3	92	0.2	-4	-4	1.1	-6	3
Cc1cc(C)nc(-n2ncc3c2CC(C)CC3=O)n1 (stereo unspecified)	4	-5	-1	100	-0.1	1	3	2.2	3	0
CC(=O)c1c(C)[nH]c(C(=O)Nc2nc(-c3ccc(-c4ccccc4)cc3)cs2)c1C	2	-2	-8	92	-0.5	-1	-4	4.5	-3	-4
CN1C(c2ccc(F)cc2)=CS/C1=C(\C#N)c1nnc2n1-c1ccccc1SC2	4	-9	-4	99	-0.2	44	-8	-0.3	17	0
CC(=O)NCC(=O)N(Cc1ccco1)C1(C(=O)NC2CCCC2)CCCCC1	-4	2	-1	105	0.0	2	4	-1.5	2	2
CN(C)c1ccc(C(=O)/C=C/c2ccc(Br)cc2)cc1	-3	-47	2	107	-0.3	-5	5	-0.9	10	3
Nc1ccc(-c2nc3ccc(-c4nc5ccccc5o4)cc3[nH]2)cc1	5	0	12	87	0.0	8	9	4.2	11	3
COc1cc(/C=c2\sc3n(c2=O)C(c2ccccc2)C(c2ccccc2)=NN=3)ccc1O (stereo unspecified)	6	-5	1	120	-0.2	17	9	-2.9	11	-1
Cc1ccc(NC(=O)c2cc(-c3ccc(F)cc3)on2)cc1C	-5	-4	2	91	-0.1	-4	-1	-0.1	-1	0
COc1ccc(C2CC(=O)C(C3NCCc4ccccc43)=C(O)C2n2cncn2)cc1 (stereo unspecified)	-4	-2	0	92	-0.3	1	10	1.0	1	4
COc1ccc(C(=O)C2CCCN(C(=O)c3ccnn3C)C2)cc1OC (stereo unspecified)	-1	-2	2	99	-0.2	2	-4	-2.0	8	-1
CN1CCN(C(=O)c2cc3c(c(-c4cccc(C#CC(C)(C)O)c4)n2)[C@@H](CCO)N(S(=O)C(C)(C)C)C3)CC1 (stereo partly specified)	·	-9	3	99	0.4	-2	·	·	·	2
Clc1ccc2c(N/N=C/c3cccnc3)ccnc2c1	-12	14	5	92	0.9	-19	16	-0.4	-9	-2
Cc1nc2ccc(NC(=O)COc3ccccc3)cc2s1	-7	-5	1	96	-0.1	-2	-6	1.9	-4	-1
CC(=O)N(C)c1ccc(NC(=S)Nc2ccccc2)cc1	-3	-1	1	101	-0.2	-5	-2	-0.4	6	-1
S=c1[nH]nc(-c2ccccc2)n1C1C=CCCC1 (stereo unspecified)	8	-3	2	101	0.9	2	-14	0.2	1	-6
